# CHRM5 PAM = positive allosteric modulators of human muscarinic M5 receptor | P08912 | CHO-K1 hM5, Fluo-8 calcium, ACh EC20 PAM; 0% = ACh EC20, 100% = ACh EC100 | activation, % at 3 µM | actives 0.3% (n = 360,000) | AID 624038;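 active = activation above the run cutoff, the mean activation of all test compounds plus 3 SD, cut at about 18% in these data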
# Target sequence (P08912 whole entry, looked up): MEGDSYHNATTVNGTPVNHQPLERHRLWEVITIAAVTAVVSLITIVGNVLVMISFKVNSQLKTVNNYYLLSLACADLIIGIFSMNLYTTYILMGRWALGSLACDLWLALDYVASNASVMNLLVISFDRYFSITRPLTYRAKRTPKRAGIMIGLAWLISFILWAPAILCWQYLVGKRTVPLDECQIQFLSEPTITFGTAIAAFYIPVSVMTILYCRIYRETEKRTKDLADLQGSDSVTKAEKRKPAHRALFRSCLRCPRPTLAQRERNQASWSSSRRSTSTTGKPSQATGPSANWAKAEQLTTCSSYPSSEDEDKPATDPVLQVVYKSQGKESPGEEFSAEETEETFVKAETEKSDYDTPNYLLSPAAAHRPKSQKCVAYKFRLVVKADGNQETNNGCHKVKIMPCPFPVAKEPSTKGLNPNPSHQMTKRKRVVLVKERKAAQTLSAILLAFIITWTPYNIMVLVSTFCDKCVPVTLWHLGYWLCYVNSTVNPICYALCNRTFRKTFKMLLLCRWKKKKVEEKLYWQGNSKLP
#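 Measured by: Fluo-8 calcium fluorescence; material: human M5 receptor in CHO-K1 cells; schedule: Post-acetylcholine fluorescence recording 140 s; benchmarks: low control EC20 acetylcholine (0%), high control EC100 acetylcholine (100%); read-out: Max/basal fluorescence ratio as % of EC20–EC100 ACh window; compound: single dose, 3 µM nominal final test concentration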
# M4 PAM = CHRM4 positive allosteric modulation | actives 0.4% (n = 360,000) | CHO-K1 hM4/Gqi5, Fluo-8 calcium fluorescence, ACh EC20; 0% = ACh EC20, 100% = maximal ACh | P08173 | activation, % at 3 µM;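 active = activation above its plate's cutoff, the mean activation of sample wells plus 3 SD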; note: some results filed as inactive read as strong as hits
# CRFBP-R2 agonist = agonists of human CRF-binding protein/CRF-R2 receptor complex; HEK293 CRF-R2/CRF-BP, calcium dye fluorescence (FLIPR); percent of saturating CRF peptide response; actives 0.46% (n = 350,000); AID 588473; activation, % at 13.2 µM;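 active = activation of at least 50%, plus an integration ratio under a set limit after plate pattern correction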;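 note: plate controls were neutral control wells without compound for no effect and CRF at EC100 for full effect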
# CHRM5 antagonist = blocks acetylcholine activation of human M5 receptor; inhibition, % at 3 µM; CHO-hM5 cells, Fluo-8 calcium fluorescence, ACh EC80; actives 0.59% (n = 360,000); P08912;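 active = inhibition above a per-plate cutoff, the mean of that plate's test compounds plus 3 SD, cut at about 27% in these data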;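 note: 0% = acetylcholine EC80 with DMSO and 100% = DMSO without agonist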
# M4 antag = CHRM4 antagonism in calcium assay; AID 624125; inhibition, % at 3 µM; actives 0.73% (n = 360,000); CHO-hM4 cells, ACh EC80, Fluo-8 calcium fluorescence;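 active = inhibition above its plate's cutoff, the mean inhibition of sample wells plus 3 SD, cut at about 27% in these data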;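 note: 0% = acetylcholine EC80 with DMSO and 100% = DMSO without agonist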
# M5 ag = agonists of human muscarinic M5 receptor (CHRM5) | P08912 | CHO-K1 hM5 cells, Fluo-8 calcium fluorescence; 0% DMSO wells, 100% maximal acetylcholine response | activation, % at 3 µM | actives 0.19% (n = 360,000);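 active = activation above the run's mean over test compounds plus 3 SD, cut at about 23% in these data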;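 note: signal is peak over basal fluorescence ratio across the kinetic read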
# CHRM1 antagonist = antagonists of human M1 muscarinic receptor; P11229; CHO-K1 hM1, Fluo-8 calcium fluorescence, ACh EC80 antagonist; inhibition, % at 3 µM; actives 1.3% (n = 360,000);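 active = percent inhibition above its own plate's cutoff, namely the mean of that plate's compound wells plus 3 SD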;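 note: peak over basal fluorescence ratio during 140 s after agonist addition; 0% = ACh EC80 plus DMSO and 100% = DMSO alone without agonist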
# Target sequence (P11229 whole entry, looked up): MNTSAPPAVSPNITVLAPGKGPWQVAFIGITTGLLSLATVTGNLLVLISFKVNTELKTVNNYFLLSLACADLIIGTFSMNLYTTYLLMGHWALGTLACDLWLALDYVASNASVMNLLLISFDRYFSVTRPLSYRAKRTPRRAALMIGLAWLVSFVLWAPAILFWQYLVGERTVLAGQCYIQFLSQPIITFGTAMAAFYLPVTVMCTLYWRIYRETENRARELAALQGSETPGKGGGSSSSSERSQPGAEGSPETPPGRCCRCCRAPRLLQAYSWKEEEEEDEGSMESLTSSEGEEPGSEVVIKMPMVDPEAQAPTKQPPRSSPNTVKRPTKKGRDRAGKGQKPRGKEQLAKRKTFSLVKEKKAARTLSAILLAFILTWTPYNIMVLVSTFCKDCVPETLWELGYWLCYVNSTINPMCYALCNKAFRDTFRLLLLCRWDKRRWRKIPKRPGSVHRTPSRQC
# CHRM4 agonist = CHRM4 agonism in calcium assay | P08173 | AID 624127 | CHO-K1 hM4/Gqi5, Fluo-8 calcium fluorescence; vehicle 0%, full acetylcholine response 100% | actives 0.14% (n = 360,000) | activation, % at 3 µM;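 active = activation above the run mean over all test wells plus 3 SD, cut at about 32% in these data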;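 note: peak over basal fluorescence ratio per well then scaled between controls; 0% = DMSO wells and 100% = acetylcholine at EC100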
# M1 PAM = potentiates human M1 receptor response to acetylcholine; P11229; CHO-K1 hM1, Fluo-8 calcium fluorescence, ACh EC20; 0% = ACh EC20, 100% = maximal ACh; activation, % at 3 µM; actives 0.088% (n = 360,000); AID 588819; in the data active = activation above about 19%, passing the limit was not always enough
# An asterisk follows results filed as active; . = not tested or not shown.
no.	structure	M4 PAM	CHRM5 antagonist	M5 ag	CHRM1 antagonist	M1 PAM
1	COc1ccc(OC)c(NC(=O)Cc2coc3ccc(C)cc23)c1	1	-5	-2	14	-5
2	Nc1nc2nc(-c3cccs3)cc(C(F)(F)F)n2n1	-2	-6	2	-3	6
3	O=C(CSc1nnc(-c2ccccc2)o1)NC1CCS(=O)(=O)C1 (stereo not given)	-5	-5	1	5	-4
4	CC(C)(C)NC(=O)NC(=O)CN1CCCCCCC1	10	1	1	0	3
5	COC(=O)c1ccccc1NC(=O)c1cnn2c(C)cc(C)nc12	4	-6	2	-3	8
6	CNC(=O)COC(=O)CCC(=O)c1cccs1	3	8	5	-10	11
7	COC(=O)c1cn[nH]c1NC(=S)Nc1ccccc1C	-3	-2	3	-2	-1
8	CN(C)C(=O)c1cc(C(=O)c2ccc(C(F)(F)F)cc2F)c[nH]1	7	-4	1	-9	6
9	O=C1OCCN1C(=O)[C@H]1[C@H](c2ccc([N+](=O)[O-])cc2)C(c2ccccc2)=NN1c1ccc(Br)cc1	1	-5	2	-15	8
10	C[C@@H]1CN([C@H](C)CO)C(=O)CCCn2nncc2CO[C@H]1CN(C)S(=O)(=O)c1cccc(C#N)c1	3	-7	1	3	1

no.	CHRM4 agonist	CRFBP-R2 agonist	M4 antag	CHRM5 PAM
1	1	-0.8	-3	-4
2	2	-3.8	1	10
3	1	0.3	-2	1
4	1	0.8	-9	2
5	2	-0.7	-2	3
6	0	0.1	10	11
7	5	-4.8	5	-4
8	4	-0.2	-2	0
9	3	1.9	-12	5
10	1	2.0	-11	3

# Next section:
no.	structure	M4 PAM	CHRM5 antagonist	M5 ag	CHRM1 antagonist	M1 PAM
11	CCOc1ccc(/C=N/n2c(COc3ccccc3)n[nH]c2=S)cc1OC	-1	9	1	14	-10
12	CC1=C(C(=O)Nc2cccc(F)c2)C(c2ccsc2)C2=C(CC(C)(C)CC2=O)N1 (stereo not given)	3	3	-4	-4	3
13	CC(C)Cn1c(SCC(=O)N2CCc3ccccc3C2)nc(O)cc1=O	0	1	2	-4	7
14	CCCC1Cc2c(sc(N)c2C#N)CO1 (stereo not given)	-4	5	2	-2	7
15	O=c1oc2ccccc2c(Nc2ccc(F)cc2)c1[N+](=O)[O-]	-3	4	3	-17	10
16	Cn1c(N/N=C/c2c[nH]c3ccccc23)nc2ccccc21	1	3	-4	-19	3
17	CC(C)(C)n1cnc2cc(NCc3ccc(Br)cc3)ccc21	-3	27*	-4	-5	9
18	CCOc1ccc(NC(=O)CCNC(=O)Cn2cnc3ccccc3c2=O)cc1	-6	9	-3	-1	3
19	Brc1cnc(OCc2ccccc2)nc1OCc1ccccc1	4	2	4	-3	1
20	COc1ccccc1C(=O)NCCC(=O)OCC(=O)Nc1ccc(S(N)(=O)=O)cc1	11	12	-1	12	0

no.	CHRM4 agonist	CRFBP-R2 agonist	M4 antag	CHRM5 PAM
11	-1	-2.2	4	-2
12	2	-2.5	-5	1
13	2	-2.1	8	4
14	1	-0.4	-5	3
15	7	-1.1	-10	2
16	3	-2.4	-2	2
17	3	-1.0	-1	-6
18	0	-1.2	5	6
19	0	3.0	-14	10
20	2	-0.3	3	-7

# (further entries)
no.	structure	M4 PAM	CHRM5 antagonist	M5 ag	CHRM1 antagonist	M1 PAM
21	CCCCNC(=O)c1cccc(NC(=O)C(=O)c2ccccc2NC(C)=O)c1	5	-4	0	-1	14
22	CC(C)CNC(=O)c1cc(-c2ccc3c(c2)OCO3)on1	-2	2	1	-6	8
23	O=C(NC1CCCCC1)C(c1ccc(F)cc1)N(Cc1ccco1)C(=O)c1ccccn1 (stereo not given)	7	6	0	-3	10
24	Cc1cc2cc(CN(Cc3cccs3)C(=S)NCc3ccco3)c(=O)[nH]c2cc1C	-6	10	-3	2	0
25	Cc1ccc(S(=O)(=O)N2CCC(C(=O)OC(C)C(=O)NCc3ccc4c(c3)OCO4)CC2)cc1 (stereo not given)	17	-1	-4	-8	7
26	COc1ccc(S(=O)(=O)N2CCOCC2)cc1NC(=O)COc1cccnc1[N+](=O)[O-]	-2	8	1	-17	9
27	O=S(=O)(c1cccc2nsnc12)N1CCCC1	23	-5	-1	-9	5
28	COc1ccc(Cl)cc1NC(=O)NCC1CCN(Cc2cc(C)ccc2C)CC1	-9	17	0	-4	5
29	O=C(CN1C(=O)c2cccc([N+](=O)[O-])c2C1=O)N1CCc2ccccc2C1	6	3	-1	-18	7
30	S=C1NC2(CCCCC2)Nc2ccccc21	1	2	-2	-17	8

no.	CHRM4 agonist	CRFBP-R2 agonist	M4 antag	CHRM5 PAM
21	2	-3.2	5	3
22	1	1.9	7	2
23	2	-2.6	-10	7
24	3	1.2	-5	-8
25	3	0.9	-7	-2
26	4	-2.4	-1	-2
27	2	-0.1	-1	-6
28	11	0.3	2	-6
29	2	2.1	-10	0
30	2	1.1	1	6

# Continued:
no.	structure	M4 PAM	CHRM5 antagonist	M5 ag	CHRM1 antagonist	M1 PAM
31	Cc1ccc(N(CC(=O)NC(C)(C)C)C(=O)CNC(=O)c2cccs2)cc1C	-2	-2	-1	-3	12
32	C#Cc1ccc([C@H]2C=C(C(=O)O)O[C@@H](OCCCCO)C2)cc1	19	14	-3	-11	8
33	COc1ccc(OC(C)C(=O)N(C)Cc2nc(-c3ccccc3)no2)cc1 (stereo not given)	-3	8	-2	3	-1
34	COC(=O)c1c(NC(=O)CCNCc2ccco2)sc2c1CCC2	-4	2	-7	-22	4
35	CCCCC[C@@H](C)N1C[C@@H](COCc2ccccc2)Oc2cc(N3CC[C@@H](N(C)C)C3)ccc2S1(=O)=O	11	-5	1	.	.
36	CN1CCN(c2ccc(-c3cc(NC=O)c4ncc(-c5ccc(F)cc5)n4c3)cc2)CC1	-6	3	-1	-2	0
37	O=C(NN1CCCCC1)c1cccc(COc2ccc(Cl)cc2)c1	2	0	1	1	6
38	CSCCC(NS(=O)(=O)c1ccc2c(c1)OCCO2)C(=O)N(C)Cc1ccccc1F (stereo not given)	-11	18	5	27	-9
39	CCOc1ccc(-c2cc(C(=O)Nc3ccc4c(c3)OCCO4)c3ccccc3n2)cc1	-5	7	0	11	2
40	CCOC(=O)c1c(NC(=O)c2ccc(N3C(=O)[C@@H]4[C@H](C3=O)[C@H]3C=C[C@@H]4C3)cc2)sc2c1CC(C)CC2 (stereo not given in full)	4	7	-3	-6	9

no.	CHRM4 agonist	CRFBP-R2 agonist	M4 antag	CHRM5 PAM
31	2	0.8	1	-2
32	1	0.3	-13	-2
33	3	0.6	-2	-2
34	1	-1.0	0	4
35	2	.	-11	7
36	4	.	8	-5
37	2	0.6	-3	6
38	25	-0.6	18	-33
39	5	0.9	-7	-16
40	0	-0.2	-8	-2

# The list continues.
no.	structure	M4 PAM	CHRM5 antagonist	M5 ag	CHRM1 antagonist	M1 PAM
41	CC(=O)Nc1ccc(S(=O)(=O)NC2=NCN(CCOC(=O)c3ccccc3)CN2)cc1	3	3	-3	3	2
42	Cc1cccc(NC(=S)NCCc2ccc(F)cc2)c1C	3	4	-12	5	0
43	CC(=O)Nc1ccc(OCC(O)CN2CCN(c3ccc(Cl)cc3)CC2)cc1 (stereo not given)	5	-1	-8	-28	3
44	Cc1ccc(-n2nc3c(c2NC(=O)c2cc4ccccc4o2)CS(=O)(=O)C3)cc1	-3	17	-3	-1	1
45	C/C(=N/NC(=O)CNC(=O)c1ccncc1)c1ccco1	4	3	2	-17	9
46	CNCC(O)Cn1c2c(c3ccccc31)CCCC2 (stereo not given)	3	-1	-5	-6	11
47	CCOc1ccc(C2OC(=O)Cc3cc(OC)c(OC)cc32)cc1 (stereo not given)	3	7	4	-6	1
48	COc1cccc(Nc2nc3cc(C)ccc3cc2C)c1	-4	5	-3	-6	-1
49	COc1ccc(CNC(=O)C2(CC3CC(c4ccccc4)=NO3)CCN(C(=O)Cc3ccc(F)cc3)CC2)cc1 (stereo not given)	-4	15	-2	4	-5
50	CCOC(=O)N1CC(=O)Nc2ccc(Br)cc2C1c1ccccc1 (stereo not given)	6	-4	-4	-6	15
51	COCCN1C(=O)C(=O)/C(=C(/O)c2ccc(S(=O)(=O)N3CCOCC3)cc2)C1c1cccc(O)c1 (stereo not given)	5	7	-2	3	0
52	C#CCN1C(=O)S/C(=C/C=C/c2ccc(N(C)C)cc2)C1=O	-1	18	8	47*	-18

no.	CHRM4 agonist	CRFBP-R2 agonist	M4 antag	CHRM5 PAM
41	0	0.8	10	2
42	-2	-1.7	-4	3
43	4	0.1	1	2
44	4	-0.5	1	-3
45	1	0.8	0	4
46	3	-0.2	2	3
47	2	-1.7	6	-5
48	-1	-0.5	13	-6
49	12	5.2	-2	-17
50	-1	-5.5	1	3
51	0	-0.5	3	-3
52	8	85*	9	-7

# Ordered by number of heavy atoms (descending): part of the list above.
no.	structure	M4 PAM	CHRM5 antagonist	M5 ag	CHRM1 antagonist	M1 PAM
49	COc1ccc(CNC(=O)C2(CC3CC(c4ccccc4)=NO3)CCN(C(=O)Cc3ccc(F)cc3)CC2)cc1 (stereo not given)	-4	15	-2	4	-5
40	CCOC(=O)c1c(NC(=O)c2ccc(N3C(=O)[C@@H]4[C@H](C3=O)[C@H]3C=C[C@@H]4C3)cc2)sc2c1CC(C)CC2 (stereo not given in full)	4	7	-3	-6	9
51	COCCN1C(=O)C(=O)/C(=C(/O)c2ccc(S(=O)(=O)N3CCOCC3)cc2)C1c1cccc(O)c1 (stereo not given)	5	7	-2	3	0
36	CN1CCN(c2ccc(-c3cc(NC=O)c4ncc(-c5ccc(F)cc5)n4c3)cc2)CC1	-6	3	-1	-2	0
38	CSCCC(NS(=O)(=O)c1ccc2c(c1)OCCO2)C(=O)N(C)Cc1ccccc1F (stereo not given)	-11	18	5	27	-9
44	Cc1ccc(-n2nc3c(c2NC(=O)c2cc4ccccc4o2)CS(=O)(=O)C3)cc1	-3	17	-3	-1	1
43	CC(=O)Nc1ccc(OCC(O)CN2CCN(c3ccc(Cl)cc3)CC2)cc1 (stereo not given)	5	-1	-8	-28	3
50	CCOC(=O)N1CC(=O)Nc2ccc(Br)cc2C1c1ccccc1 (stereo not given)	6	-4	-4	-6	15
52	C#CCN1C(=O)S/C(=C/C=C/c2ccc(N(C)C)cc2)C1=O	-1	18	8	47*	-18
45	C/C(=N/NC(=O)CNC(=O)c1ccncc1)c1ccco1	4	3	2	-17	9
46	CNCC(O)Cn1c2c(c3ccccc31)CCCC2 (stereo not given)	3	-1	-5	-6	11

no.	CHRM4 agonist	CRFBP-R2 agonist	M4 antag	CHRM5 PAM
49	12	5.2	-2	-17
40	0	-0.2	-8	-2
51	0	-0.5	3	-3
36	4	.	8	-5
38	25	-0.6	18	-33
44	4	-0.5	1	-3
43	4	0.1	1	2
50	-1	-5.5	1	3
52	8	85*	9	-7
45	1	0.8	0	4
46	3	-0.2	2	3

# Assay outcomes: PubChem BioAssay, several laboratories
